CCHFV vOTU inh – CCHFV vOTU protease inhibition | Pep-AMC fluorescence | inhibition, % at 11.5 µM | 370,000 compounds, 0.55% hits | AID 651958; in the data active means inhibition above about 30%; further: 0% = vehicle wells with enzyme and 100% = no enzyme wells
3CLpro inhibitor – SARS-CoV 3CLpro protease inhibition | recombinant SARS-CoV 3CLpro, quenched FRET peptide cleavage | 290,000 compounds, 0.14% hits | P0C6X7 | inhibition, % at 6 µM; in the data active means inhibition above about 12%
TcdB inh – blocks C. difficile toxin B glycohydrolase activity. P18177. inhibition, % at 9.99 µM. AID 652162. 350,000 compounds, 0.24% hits. TcdB glycohydrolase enzymatic assay, plate reader; in the data active means inhibition above about 10%
PriA SSB inh – K. pneumoniae PriA-SSBct interaction inhibition. AID 1272365. AlphaScreen SSBct-PriA binding, biotinylated peptide. 430,000 compounds, 0.6% hits. inhibition, % at 33 µM; in the data active means inhibition mostly above about 37%, no sharp cut-off; inactive means mostly below about 20%;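 further: plate controls were negative control peptide for no effect and reference peptide for full effect; strong numbers were not always called active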
PfHsp40 rescue – rescue of PfHsp40-mediated yeast toxicity. S. cerevisiae expressing PfHsp40, growth rescue, ATP luminescence. growth rescue, % at 12.5 µM. 340,000 compounds, 0.68% hits; in the data active means growth rescue above about 28%, passing the limit was not always enough; inconclusive means no clear call, values can overlap the other calls;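 further: yeast W303a lacking pdr1 and pdr3 grown in galactose medium; growth measured after three days at 30 °C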
BoNT A protease – BoNT A light chain protease inhibition; AID 588499; inhibition, % at 10 µM; 360,000 compounds, 0.17% hits; multiplex microsphere protease substrate cleavage, flow cytometry; further: plate controls were buffer without enzyme for full effect and enzyme alone for no effect
Vc quorum ag – induces V. cholerae light production without autoinducers; V. cholerae BH1578 lux reporter, luminescence, 6 h; activation, % at 18.7 µM; 350,000 compounds, 0.16% hits; AID 588436; in the data active means activation mostly above about 9.7%, no sharp cut-off; inconclusive means no clear call, values can overlap the other calls; inactive means mostly below about 3.7%; further: not every result past the cut was called active; inactives centre near 0; reference of the scale not given here
Anthrax LF prot – blocks Bacillus anthracis lethal factor protease; P15917; multiplex microsphere protease cleavage assay, LF; inhibition, % at 10 µM; 360,000 compounds, 0.12% hits; further: plate controls were buffer without enzyme for full effect and enzyme alone for no effect
Target sequence (P15917 whole entry, looked up): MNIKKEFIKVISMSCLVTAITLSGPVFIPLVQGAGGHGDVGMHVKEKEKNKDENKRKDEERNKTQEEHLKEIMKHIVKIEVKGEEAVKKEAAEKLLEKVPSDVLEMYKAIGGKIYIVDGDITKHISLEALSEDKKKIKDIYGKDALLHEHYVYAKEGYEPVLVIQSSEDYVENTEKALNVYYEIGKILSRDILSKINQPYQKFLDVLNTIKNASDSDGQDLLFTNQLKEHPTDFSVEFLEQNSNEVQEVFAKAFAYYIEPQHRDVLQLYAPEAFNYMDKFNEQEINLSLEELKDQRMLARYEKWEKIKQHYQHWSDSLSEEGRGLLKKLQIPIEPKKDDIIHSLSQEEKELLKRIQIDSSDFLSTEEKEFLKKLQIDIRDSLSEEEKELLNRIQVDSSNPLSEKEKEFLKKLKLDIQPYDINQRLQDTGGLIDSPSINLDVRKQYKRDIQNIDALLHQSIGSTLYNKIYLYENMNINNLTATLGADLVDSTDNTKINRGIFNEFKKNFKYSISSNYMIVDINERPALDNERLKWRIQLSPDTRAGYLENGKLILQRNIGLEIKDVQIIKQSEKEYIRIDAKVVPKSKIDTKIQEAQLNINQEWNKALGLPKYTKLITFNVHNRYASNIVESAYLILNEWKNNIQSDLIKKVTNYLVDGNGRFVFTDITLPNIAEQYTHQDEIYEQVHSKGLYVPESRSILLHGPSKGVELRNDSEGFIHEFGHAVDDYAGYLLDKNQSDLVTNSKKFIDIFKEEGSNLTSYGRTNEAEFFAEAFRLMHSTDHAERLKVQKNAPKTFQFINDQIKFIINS
VHR inh abs – inhibitors of human VHR1 phosphatase (DUSP3). AID 1654. P51452. recombinant VHR phosphatase, pNPP absorbance. 290,000 compounds, 0.52% hits. inhibition, % at 13.3 µM; in the data active means inhibition above about 50%; further: some compounds called inactive have numbers as strong as hits
Target sequence (P51452 whole entry, looked up): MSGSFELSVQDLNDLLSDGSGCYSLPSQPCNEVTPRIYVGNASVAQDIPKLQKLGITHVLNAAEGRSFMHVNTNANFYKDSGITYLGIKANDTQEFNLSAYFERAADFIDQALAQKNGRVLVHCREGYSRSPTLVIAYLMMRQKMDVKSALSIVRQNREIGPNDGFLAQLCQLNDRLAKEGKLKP
Yp Topo-I inh – blocks Yersinia pestis topoisomerase I activity. 360,000 compounds, 0.064% hits. Y. pestis Topo-I cleavage product accumulation, plate reader. activity, % at 10 µM. AID 504884; in the data active means activity above about 50%, passing the limit was not always enough; inconclusive means no clear call, values can overlap the other calls; further: inactives centre near 2
The depositor's hits bear a star; i = inactive; ? = inconclusive; . = no result given; & = joins results of further samples. Unless noted, no stated cut-off is given here; in the data, active means inhibition above about 30%; inconclusive means no clear call, values can overlap the other calls; inactive means below that. This is a subset; rates above refer to the full screens.

SMILES	CCHFV vOTU inh	3CLpro inhibitor	TcdB inh	PriA SSB inh	PfHsp40 rescue	BoNT A protease	Vc quorum ag	Anthrax LF prot	VHR inh abs	Yp Topo-I inh
O=C1Nc2ccccc2/C1=C\c1cccn1-c1ccc(OC(F)(F)F)cc1	11.3	6.9	.	9.2	0.1	-1.8	-13.4	-5.2	7.2	0.1
COc1ccc(OCC(=O)Nc2ccc(NC(=O)c3cccs3)cc2)cc1	15.2	0.3	-1.7	1.2	0.2	-2.9	-0.5	-10.6	16.3	2.6
CC(=O)Nc1ccc(S(=O)(=O)Nc2nccs2)cc1	-7.5	-2.6	-0.1	2.1	-1.0	-2.1	0.4	15.5	12.2	-5.7
Cc1ccc(C(=O)NCCCN2CCOCC2)o1	-4.5	3.7	.	0.0	-1.4	-2.3	.	-0.5	7.5	1.0
Cc1nccn1S(=O)(=O)c1cc([N+](=O)[O-])ccc1Cl	6.3	5.7	.	1.9	9.4	-0.9	i	-1.9	1.9	-7.0
C[C@@H]1C(=O)O[C@@H]2CC34[C@H]5C[C@@H](C(C)(C)C)C36[C@H](OC(=O)[C@@H]6O)OC4(C(=O)O5)[C@@]12O (stereo partly specified)	-1.5	-2.1	1.1	2.4	-0.1	-0.3	1.3	-0.9	-6.8	8.5
CCOC(=O)C1C2C=CC3(CN(Cc4ccco4)C(=O)C13)O2 (stereo unspecified)	28.7	1.7	.	-13.2	-0.9	-0.1	-0.3	-4.5	17.7	10.9
Cc1ccc(C(=O)N/C(=C/c2ccc(N(C)C)cc2)C(=O)NCC2CCCO2)cc1 (stereo unspecified)	8.5	8.6	-1.2	-4.6	-0.3	-0.2	-0.2	0.8	5.8	11.5
CC(=O)c1c(C)[nH]c(C(=O)Nc2c(C)n(C)n(-c3ccccc3)c2=O)c1C	-7.0	0.1	.	3.7	-1.1	3.7	-0.6	4.9	-11.7	-2.8
CCn1c(SCC(=O)N(C)C2CCCCC2)nc2cc(S(N)(=O)=O)ccc21	10.8	.	-5.6	-12.1	0.6	-1.8	i	0.3	.	5.2

6 entries already listed, ordered by count of non-hydrogen atoms, high to low.
SMILES	CCHFV vOTU inh	3CLpro inhibitor	TcdB inh	PriA SSB inh	PfHsp40 rescue	BoNT A protease	Vc quorum ag	Anthrax LF prot	VHR inh abs	Yp Topo-I inh
Cc1ccc(C(=O)N/C(=C/c2ccc(N(C)C)cc2)C(=O)NCC2CCCO2)cc1 (stereo unspecified)	8.5	8.6	-1.2	-4.6	-0.3	-0.2	-0.2	0.8	5.8	11.5
C[C@@H]1C(=O)O[C@@H]2CC34[C@H]5C[C@@H](C(C)(C)C)C36[C@H](OC(=O)[C@@H]6O)OC4(C(=O)O5)[C@@]12O (stereo partly specified)	-1.5	-2.1	1.1	2.4	-0.1	-0.3	1.3	-0.9	-6.8	8.5
CC(=O)c1c(C)[nH]c(C(=O)Nc2c(C)n(C)n(-c3ccccc3)c2=O)c1C	-7.0	0.1	.	3.7	-1.1	3.7	-0.6	4.9	-11.7	-2.8
CCOC(=O)C1C2C=CC3(CN(Cc4ccco4)C(=O)C13)O2 (stereo unspecified)	28.7	1.7	.	-13.2	-0.9	-0.1	-0.3	-4.5	17.7	10.9
Cc1nccn1S(=O)(=O)c1cc([N+](=O)[O-])ccc1Cl	6.3	5.7	.	1.9	9.4	-0.9	i	-1.9	1.9	-7.0
Cc1ccc(C(=O)NCCCN2CCOCC2)o1	-4.5	3.7	.	0.0	-1.4	-2.3	.	-0.5	7.5	1.0

Later entries
SMILES	CCHFV vOTU inh	3CLpro inhibitor	TcdB inh	PriA SSB inh	PfHsp40 rescue	BoNT A protease	Vc quorum ag	Anthrax LF prot	VHR inh abs	Yp Topo-I inh
CC1CCN(S(=O)(=O)c2ccc3c(c2)NC(=O)CS3)CC1	-0.1	-3.0	0.0	-0.8	-0.4	0.5	-0.9	0.7	5.3	10.4
CCN(CC)S(=O)(=O)c1ccc(C(=O)NCCCN=C2NS(=O)(=O)c3ccccc32)cc1	1.8	-1.2	.	-12.6	2.5	-1.2	i	1.3	33.2	17.8
C=CCNC(=O)c1c(C(F)(F)F)nn(C)c1Cl	-2.9	-0.6	1.6	1.4	-0.2	-1.3	-0.3	4.6	5.8	-3.3
COc1ccc2c(c1)-c1c(ssc1=S)C(C)(C)N2C(=O)CSC1=NCCS1	-1.9	6.5	.	-13.6	3.5	-0.5	1.5	-0.9	13.2	7.5
COc1ccc(NC(=O)c2cc(-c3ccco3)on2)cc1OC	15.0	-0.1	0.0	-9.7	-0.7	0.9	-0.3	4.8	53.3*	-0.6
Cc1cc2cc(CNC(=S)Nc3ccc(OC(F)F)cc3)ccc2[nH]1	1.7	4.6	0.7	73.3*	0.5	12.0	-0.2	-23.2	-11.0	-15.2
Cc1ccc(S(=O)(=O)NN=CC2(c3ccccc3)CC2)cc1	-10.8	.	1.9	.	.	0.2	i	2.1	.	10.5
COC(=O)NC1CSCC1OC(=O)c1ccc(Br)cc1 (stereo unspecified)	-2.8	0.7	.	0.7	-1.2	?	i	-2.9	17.6	14.9
COc1ccc(NC(=O)O/N=C2/CCCc3ccc(OC)cc32)cc1	0.4	-0.9	.	.	-0.8	0.1	i	-2.4	18.6	39.0
CC(O)(C#CCN1CCCC1)c1ccccc1 (stereo unspecified)	6.4	-5.4	.	-6.1	-0.2	1.2	i	2.0	17.0	0.7
CC(C)C[C@H]1CNC(=S)N1CC1CCCN1C[C@H](CC(C)C)N1C[C@H](Cc2ccccc2)N(CC2CCCCCC2)C1=S (stereo partly specified)	-2.0	.	1.9	-4.3	0.7	-0.6	i	-1.0	.	7.4
C[C@H](CO)N1C[C@H](C)[C@@H](CN(C)S(=O)(=O)c2ccccc2)Oc2c(NC(=O)NC3CCCCC3)cccc2C1=O	-5.2	.	0.2&0.3	-7.7	1.5	-0.3	-0.3	0.1	.	24.1
COc1cc(C(=O)OCC(=O)N(CC(C)C)C2CCS(=O)(=O)C2)cc(OC)c1C (stereo unspecified)	-0.8	.	-2.5	-4.1	-0.6	0.4	0.6	-4.8	.	14.2
O=C(NCCN1C(=O)S/C(=C\c2ccc(Cl)cc2Cl)C1=O)C1=COCCO1	19.6	.	1.6	-8.4	-1.5	-5.2	i	-3.7	.	1.6
CC(C)(C)C(=O)NC(=O)Nc1ccccc1C(F)(F)F	-2.1	5.9	1.2	-11.5	0.4	-0.5	-0.6	-1.4	40.5	-1.8
OC(COc1ccc(OCC(O)CN2CCCCC2)cc1)CN1CCCCC1 (stereo unspecified)	-9.8	-3.1	0.7	-26.0	-0.2	.	-0.3	.	4.1	0.1
CSc1cc(CS(=O)(=O)c2ccccc2)nc(-c2ccccc2)n1	-2.6	0.8	2.4	-8.0	0.0	2.2	-0.5	1.1	5.0	31.8
COC(=O)Cc1c(C)c2ccc(O)c(CNCc3ccc(OC)c(OC)c3)c2oc1=O	-395.0	-2.1	0.2	7.3	-1.9	-2.5	i	5.3	.	-4.8
O=C(Nc1cccc(C(F)(F)F)c1)C1=CC=CN2CCS(=O)(=O)N=C12	-0.1	.	1.4	6.1	0.2	0.0	0.7	-5.1	.	-3.5
COCCNC(=O)CSc1nc2cc(OC)c(OC)cc2c(=O)n1CCc1ccc(S(N)(=O)=O)cc1	3.0	-0.7	4.2	-12.9	-0.8	0.2	-0.3	-1.8	8.5	-5.1
COC(=O)C1=C(C(=O)c2ccccc2)C(c2cccs2)n2nnnc2N1 (stereo unspecified)	2.9	-4.8	.	-13.8	0.9	-1.6	-0.2	-10.8	-20.8	-2.6
CN(C)c1ccc(NC(=O)CSc2nc3ccccc3c(=O)n2CC2CCCO2)cc1 (stereo unspecified)	6.2	-0.9	0.3	0.1	-0.4	0.8	-0.5	-2.3	33.1	6.0
O=C(Nc1ccc2c(c1)OCCO2)c1ccc(Cl)c(S(=O)(=O)N2CCOCC2)c1	-5.6	-0.7	.	1.4	-0.3	0.2	-0.6	1.2	-3.8	-5.4
COc1ccc(C(=O)N/C(=C\c2cn(C)c3ccccc23)C(=O)NCCCn2ccnc2)cc1OC	2.6	-1.9	-1.2	-8.1	?	-0.4	4.2	-1.7	3.7	-13.3
CCN(CC)CCCN=C(N)N	-7.6	-3.4	-1.4	-8.1	.	.	.	.	4.3	.
Cc1cc(-c2ccccc2)nc(N(C)C)c1S(C)(=O)=O	6.7	-0.2	1.7	-14.7	0.8	-0.2	i	-3.7	17.5	6.2
Cc1cccc(C)c1NCc1nnc(SCC(=O)Nc2nc(-c3ccccc3)cs2)n1-c1ccccc1	-1.3	2.2	0.7	-12.4	0.6	-0.5	-0.4	0.2	7.4	15.6
COc1ccc(C)cc1S(=O)(=O)n1cnc2ccccc21	18.0	0.1	-5.5	-0.4	-1.4	0.6	-0.7	19.2	8.8	6.1
O=C(O)c1ccccc1Sc1ncnc2sccc12	-1.7	5.0	0.9	0.5	0.2	0.7	i	-3.0	27.1	5.3
O=C1NCCCC1C(=O)N/N=C/c1ccccc1[N+](=O)[O-] (stereo unspecified)	-4.7	10.0	-0.5	i	1.1	-0.6	-0.3	-1.0	-7.9	-13.8
COC(=O)c1cc(S(=O)(=O)NCC2CCN(CCc3cccs3)CC2)c[nH]1	8.8	-0.7	1.0	4.2	-1.1	0.0	0.7	2.2	7.3	4.8
O=P(C(c1ccc2c(c1)OCO2)N1CCOCC1)(N1CCOCC1)N1CCOCC1 (stereo unspecified)	2.0	-0.7	.	-16.8	-0.9	-0.4	i	-2.5	32.7	3.3
Oc1ccccc1C=NC1CCCCC1N=Cc1ccccc1O (stereo unspecified)	-4.3	2.7	-1.5	-2.2	-0.3	-2.4	i	-6.5	3.4	1.8
Cc1ccccc1NC(=O)NCc1ccco1	-0.9	-9.6	.	1.1	0.5	0.1	-6.0	2.0	10.7	-9.7
O=C(CSc1nnc(SCc2ccccc2)s1)N/N=C/c1ccc(Cl)cc1Cl	-5.6	-0.7	1.0	.	0.1	0.1	-0.3	1.0	-1.6	1.1
O=C(COC(=O)CN1C(=O)c2ccccc2C1=O)Nc1ccccc1[N+](=O)[O-]	1.4	.	0.1	0.7	-2.2	4.6	1.4	-1.0	.	-0.3
COCCNC(=O)c1oc2ccc3c(c2c1C)C(O)CC(C)(C)O3 (stereo unspecified)	-12.9	-0.6	-1.9	-5.8	-1.0	1.9	i	-6.5	56.9*	-1.7
C=CCn1c(SCC(=O)Nc2ccc(C(=O)O)cc2)nnc1-c1cccnc1	4.5	-4.7	1.6	-4.7	1.4	-0.3	i	2.0	8.7	-0.1
Cc1ccc2ccc3ccc(C)nc3c2n1	-6.1	-2.9	1.4	-3.0	?	-1.5	i	-10.8	1.6	5.0
CNc1oc(-c2ccccc2Cl)nc1P(=O)(c1ccccc1)c1ccccc1	6.1	6.2	0.4	-26.0	1.1	-2.2	i	-4.0	-7.2	15.6
